# D2 antag: antagonists of human D2 dopamine receptor; HEK293 TREx D2 cells, calcium flux, dopamine EC80; inhibition, % at 10 µM; hit rate 2% among 340,000; AID 485344; P14416; in the data active means inhibition above about 30%; further: 0% is about no effect
#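 Compounds are added to dye-loaded, induced HEK293 T-REx cells coupled to calcium release via D2; after a 3 min kinetic read an EC80 dopamine stimulus is given and fluorescence is recorded for 3 more min.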
# D2 agonist: D2 dopamine receptor (human) agonism; P14416; HEK293 T-REx D2 cells, calcium flux agonist mode; activation, % at 2 µM; hit rate 0.53% among 340,000;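 active means activation over 3 SD above normal in the single-dose calcium agonist read, cut at about 30% in these data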; further: 0% is about no effect
#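 Tetracycline-induced HEK293 T-REx cells with force-coupled D2 receptor, plated overnight at 30 C, loaded with no-wash calcium dye. After a 10 s baseline, compound was pin-added and calcium flux read kinetically for 180 s; calcium rises flagged agonists.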
# D1 potentiator: potentiators of human D1 dopamine receptor; hit rate 0.036% among 360,000; AID 504651; P21728; potentiation, % at 10 µM; HEK293 TREx D1 cells, calcium flux, dopamine EC20 potentiation; in the data active means potentiation above about 30%; further: 0% is about no effect
# Target sequence (P21728 whole entry, looked up): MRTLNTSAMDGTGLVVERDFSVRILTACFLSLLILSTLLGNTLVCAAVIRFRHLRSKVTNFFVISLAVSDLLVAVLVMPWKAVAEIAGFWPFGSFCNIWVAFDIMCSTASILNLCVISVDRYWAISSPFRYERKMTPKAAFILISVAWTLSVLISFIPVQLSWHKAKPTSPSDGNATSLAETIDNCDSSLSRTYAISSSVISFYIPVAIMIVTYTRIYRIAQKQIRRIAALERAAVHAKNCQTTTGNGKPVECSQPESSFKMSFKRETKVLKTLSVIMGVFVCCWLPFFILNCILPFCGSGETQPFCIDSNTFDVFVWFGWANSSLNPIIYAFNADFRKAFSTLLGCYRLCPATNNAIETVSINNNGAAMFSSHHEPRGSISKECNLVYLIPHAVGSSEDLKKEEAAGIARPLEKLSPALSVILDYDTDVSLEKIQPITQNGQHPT
# D2 potentiator: positively modulates the human D2 dopamine receptor allosterically | HEK293 T-REx D2, calcium flux, EC20 dopamine potentiation | potentiation, % at 10 µM | hit rate 0.34% among 340,000 | AID 485347;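 active means potentiation over 3 SD above the plate norm, cut at about 30% in these data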; further: 0% is about no effect
#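 Calcium flux readout, no-wash dye, 1 read/s. Inducible HEK293 Trex D2 line, overnight 30 C. Compound alone 180 s (agonist flags), then EC20 dopamine, another 180 s to score potentiation.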
# RXFP1 antagonist: blocks the human relaxin receptor RXFP1 | Q9HBX9 | hit rate 0.59% among 350,000 | activity change, negative = inhibition, % at 57.5 µM | HEK293-RXFP1, relaxin-stimulated cAMP HTRF, 30 min; active compounds read low;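 active means activity change of -60% or lower, but not beyond a set lower limit; inconclusive means change between -60% and -40%, or beyond the set limit; inactive means change above -40%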; further: on the % scale 0 is the no-effect control and ±100 the full control effect
# D1 agonist: human D1 receptor agonism | hit rate 1% among 360,000 | HEK293 T-REx D1 cells, calcium flux, agonist mode | activation, % at 2 µM | AID 504660; further: 0% is about no effect
#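 Inducible HEK293 T-REx D1 cells, force-coupled to calcium signalling, were plated at 4000 cells/well with tetracycline and held overnight at 30 C. After no-wash calcium dye loading, compound-evoked calcium rise over 180 s flagged agonists.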
# TRHR PAM: TRH receptor (human) allosteric enhancement | P34981 | hit rate 0.66% among 360,000 | enhancement, % at 2 µM | AID 493056 | TRHR cells, fluo-8 calcium fluorescence, EC20 TRH enhancement; in the data active means enhancement above about 30%; further: 0% is about no effect
# Target sequence (P34981 whole entry, looked up): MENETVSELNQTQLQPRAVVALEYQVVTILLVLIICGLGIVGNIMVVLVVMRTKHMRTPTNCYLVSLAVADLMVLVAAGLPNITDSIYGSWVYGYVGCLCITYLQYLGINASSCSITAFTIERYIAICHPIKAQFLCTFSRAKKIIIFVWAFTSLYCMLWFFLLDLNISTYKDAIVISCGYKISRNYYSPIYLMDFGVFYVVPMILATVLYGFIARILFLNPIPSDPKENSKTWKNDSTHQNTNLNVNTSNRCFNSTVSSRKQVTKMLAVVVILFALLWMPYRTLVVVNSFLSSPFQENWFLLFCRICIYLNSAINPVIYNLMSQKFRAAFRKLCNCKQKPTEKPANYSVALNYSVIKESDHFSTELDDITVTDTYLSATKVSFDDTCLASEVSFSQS
#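 Enhancer read-out: after compound pinning and an initial kinetic agonist-mode read, an EC20 of TRH (10 nM final) was injected and fluo-8 calcium signal (Ex 480/Em 530) followed at 1 s/cycle for 100 cycles in TRHR-expressing cells.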
# D1 antag: antagonists of human D1 dopamine receptor. HEK293 TREx D1 cells, calcium flux, dopamine EC80; active compounds read low. activity change, negative = inhibition, % at 10 µM. AID 504652. hit rate 3.2% among 360,000. P21728; in the data active means activity change below about -30%; further: on the % scale 0 is the no-effect control and ±100 the full control effect
#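 Antagonism measured as reduced calcium response to an EC80 dopamine addition following 180 s compound pre-read; cells were inducible HEK293 Trex D1 plated overnight at 30 C, read kinetically at 1 cycle/sec.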
# TRHR agonist: TRH receptor (human) agonism | P34981 | TRHR cells, calcium flux fluo-8, FDSS agonist mode | activation, % at 2 µM | hit rate 0.18% among 360,000; further: 0% is about no effect
#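 TRHR-expressing cells loaded with fluo-8 calcium dye; 23 nL library compound pin-transferred, kinetic FDSS fluorescence (Ex 480/Em 530) recorded about 180 s for agonist-induced calcium release, before a 10 nM TRH EC20 addition for potentiator mode.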
# An asterisk follows results filed as active; ? = inconclusive; nt = no result given. Unless noted, no stated cut-off is given here; in the data, active means activation above about 30%; inactive means the rest. Not a hit list (roughly 7.1% active in at least one column).
mol	D2 antag	D2 agonist	D1 potentiator	D2 potentiator	RXFP1 antagonist	D1 agonist	TRHR PAM	D1 antag	TRHR agonist
O=C(CCc1nc2ccccc2[nH]c1=O)OCc1ccc(S(=O)(=O)N2CCOCC2)cc1	4.9	0.9	0.8	15.3	-4.8	0.9	35.6*	-6.8	0.4
Cc1ccc(NC(=S)NC(=O)CC2CC(C)(C)OC2=O)cc1 (stereo not drawn)	nt	nt	0.5	nt	3.2	0.8	-1.6	5.1	-0.7
O=C(Nc1ccccc1Cl)C1CCCN1C(=O)OCc1ccccc1 (stereo not drawn)	-7.7	-0.1	1.9	-0.8	-2.5	2.2	-11.2	0.8	-0.6
CCCC(c1nnnn1C1CCCC1)N1CCN(C(=O)c2ccco2)CC1 (stereo not drawn)	-12.2	0.7	-2.1	10.2	-5.5	4.1	0.4	-0.6	0.1
C[C@H](NC(=O)c1nc[nH]c1C(=O)N[C@H](C)c1ccccc1)C(=O)OC(C)(C)C	-6.3	0.4	1.8	3.0	nt	-4.4	0.1	12.7	-0.3
Cc1ccnc(NC(=O)c2ccc(NS(=O)(=O)/C=C/c3ccccc3)cc2)c1	0.4	-1.6	-5.3	0.3	-15.0	2.2	-1.3	1.4	0.8
NS(=O)(=O)c1ccc(CNS(=O)(=O)c2cc(C(=O)O)ccc2Cl)cc1	3.1	-1.0	0.1	3.6	-4.4	2.5	1.5	-9.5	0.0
COc1ccc(N=Nc2c(N)n[nH]c2N)cc1	-3.3	0.6	-3.8	0.6	-32.9	0.0	-3.3	8.0	0.2
Cc1oc(C(C)(C)C)cc1C(=O)Nc1cccc(C(=O)O)c1	-12.4	0.3	-3.4	1.9	4.4	-0.7	-4.8	nt	0.0
CCNc1nc(SC)nc(N(C#N)CC(=O)OC)n1	7.8	0.1	-4.1	-2.7	-1.1	-0.7	14.4	-1.2	0.1
CC(C)C(=O)Nc1nnc(Cc2c[nH]c3ccccc23)s1	3.9	1.2	4.8	-5.2	6.7	1.5	0.1	14.2	0.0
Cc1cccc(C)c1Nc1nn2c(=O)c3cc4c(cc3nc2s1)OCO4	nt	-0.1	0.7	-1.9	nt	-0.7	18.6	0.9	-0.3
COc1ccc(CNC(=O)CCc2nc3cc(S(=O)(=O)N(C)C)ccc3n2C)cc1OC	2.9	0.2	-1.6	8.9	-6.5	2.7	6.5	-12.8	0.0
CCOc1cnc(-c2ccc(Cl)cc2)o1	13.6	0.5	-1.8	0.1	-7.3	1.7	1.0	-10.3	0.3
O=C(CN1CCC(NC(=O)c2ccccc2)CC1)NCc1ccccc1F	18.0	-1.8	-2.2	0.0	-5.1	0.9	8.2	10.0	-0.3
CN(C)c1ccc(CN(C(=O)/C=C/c2ccco2)C2CCS(=O)(=O)C2)cc1 (stereo not drawn)	nt	nt	0.6	-1.1	1.3	0.3	1.6	2.2	0.1
COc1ccc(NC2CCCN(C(=O)CCN3CCCC3=O)C2)cc1OC (stereo not drawn)	-0.8	0.5	0.7	5.6	2.1	-1.0	13.1	6.5	0.8
O=C(NCCSCc1ccccc1)c1ccccc1	16.8	0.6	-4.5	7.8	7.3	6.0	3.0	-13.4	1.1
CNC(=O)/C(C#N)=C/c1c(N2CCN(c3ccc(OC)cc3)CC2)nc2c(C)cccn2c1=O	-10.1	0.3	-9.6	-1.3	6.4	0.5	-5.6	7.2	-0.3
O=C(CSc1nnc(Cc2cc(=O)[nH]c(=O)[nH]2)n1-c1ccccc1)N1CCCCC1	-5.3	0.1	0.5	-12.1	0.6	1.0	-1.6	24.6	1.0
COc1ccc(-n2c(=O)c3ccccc3n(CC(=O)NC3CCCC3)c2=O)c(OC)c1	-17.4	0.4	1.1	-2.1	-13.3	-0.3	-11.4	-9.6	0.8
COc1cccc(CNC(=O)C23CN(Cc4ccccc4)CC2C(c2ccc([N+](=O)[O-])cc2)=NO3)c1 (stereo not drawn)	0.1	-0.3	-0.4	4.0	nt	1.9	3.2	-5.4	0.4
Cc1ccc2cc(COC(=O)C3CCCO3)c(=O)[nH]c2c1 (stereo not drawn)	-3.2	0.0	-1.9	-8.8	6.4	1.9	45.0*	-6.7	0.7
COc1cccc(NC(=O)COC(=O)CNS(=O)(=O)c2c(F)cccc2F)c1	-3.0	-1.2	0.9	5.0	-11.1	2.1	-0.8	1.7	0.4

# Some of the entries so far, with each value named.
> Cc1ccc2cc(COC(=O)C3CCCO3)c(=O)[nH]c2c1 (stereo not drawn)
  D2 antag: -3.2
  D2 agonist: 0.0
  D1 potentiator: -1.9
  D2 potentiator: -8.8
  RXFP1 antagonist: 6.4
  D1 agonist: 1.9
  TRHR PAM: 45.0*
  D1 antag: -6.7
  TRHR agonist: 0.7
> O=C(CSc1nnc(Cc2cc(=O)[nH]c(=O)[nH]2)n1-c1ccccc1)N1CCCCC1
  D2 antag: -5.3
  D2 agonist: 0.1
  D1 potentiator: 0.5
  D2 potentiator: -12.1
  RXFP1 antagonist: 0.6
  D1 agonist: 1.0
  TRHR PAM: -1.6
  D1 antag: 24.6
  TRHR agonist: 1.0

# Later entries:
mol	D2 antag	D2 agonist	D1 potentiator	D2 potentiator	RXFP1 antagonist	D1 agonist	TRHR PAM	D1 antag	TRHR agonist
Cc1ccc(N2C(=O)SC(N(CC(=O)O)c3cccc(C)c3)C2=O)cc1 (stereo not drawn)	10.1	0.7	-9.4	-0.5	2.7	4.7	-2.2	13.9	0.2
O=C(CCCn1cc([N+](=O)[O-])cn1)NC1CCCCCC1	-9.8	2.2	-5.5	12.8	-2.8	1.9	-0.7	-26.1	0.4
CSc1ccc(CC2C(=O)Nc3ccccc32)cc1 (stereo not drawn)	nt	0.8	1.9	6.7	-30.0	-1.6	1.8	0.1	-0.1
O=C(OCc1ccccn1)c1ccc(COc2ccc3ccccc3c2)o1	11.9	1.1	-7.2	4.9	2.0	13.0	0.6	0.2	0.3
Cc1ccc(C(=O)N2CCN(S(=O)(=O)c3ccc(C)c([N+](=O)[O-])c3)C2)cc1	4.6	-1.0	-2.8	0.1	9.9	0.3	-5.9	-5.4	1.7
CCOc1ccc(NCC2CCOC(C)(C)C2)cc1 (stereo not drawn)	-6.7	-0.1	-4.2	-6.7	2.7	-3.0	3.1	22.1	0.4
O=C(OCc1ccc([N+](=O)[O-])cc1)c1cc(S(=O)(=O)N2CCCCC2)ccc1N1CCOCC1	19.7	0.0	3.1	-8.9	-5.9	1.2	-0.5	-7.4	0.7
O=C(Nc1ccccc1C(=O)NCC1CCCO1)c1ccco1 (stereo not drawn)	nt	nt	-3.6	-3.9	-4.2	4.3	-6.2	1.3	-0.3

# 3 compounds already listed, arranged by formula weight, rising:
mol	D2 antag	D2 agonist	D1 potentiator	D2 potentiator	RXFP1 antagonist	D1 agonist	TRHR PAM	D1 antag	TRHR agonist
CCOc1cnc(-c2ccc(Cl)cc2)o1	13.6	0.5	-1.8	0.1	-7.3	1.7	1.0	-10.3	0.3
O=C(CCCn1cc([N+](=O)[O-])cn1)NC1CCCCCC1	-9.8	2.2	-5.5	12.8	-2.8	1.9	-0.7	-26.1	0.4
Cc1cccc(C)c1Nc1nn2c(=O)c3cc4c(cc3nc2s1)OCO4	nt	-0.1	0.7	-1.9	nt	-0.7	18.6	0.9	-0.3

# Next part
mol	D2 antag	D2 agonist	D1 potentiator	D2 potentiator	RXFP1 antagonist	D1 agonist	TRHR PAM	D1 antag	TRHR agonist
Cc1ccc(CN2C(=O)c3ccccc3Sc3ccc(C(=O)NCCN4CCOCC4)cc32)cc1	0.7	0.2	-0.9	-6.1	6.9	23.8	-3.9	4.8	7.7
CC(O)c1nc2ccccc2n1CC(=O)Nc1ccc(F)cc1Cl (stereo not drawn)	-9.7	0.8	-0.1	-2.6	-0.9	1.9	-2.1	-4.0	-0.4
OC(COCc1ccccc1)CN1CCN(c2ccccc2F)CC1 (stereo not drawn)	111.1*	64.4*	-4.3	-22.3	-4.0	1.9	-3.7	13.5	-0.4
O=C1CSC2(CCCCC2)N1CCO	-10.2	-1.1	2.5	2.2	-9.3	0.8	5.6	0.4	0.7
CSc1ccc(CNc2ccccn2)cc1	-2.7	-1.3	-8.6	-2.6	-8.8	6.2	-1.4	0.8	-0.4
CC1(C)CC(NC(=O)C2CCC(=O)N(Cc3ccccc3F)C2)CC(C)(C)C1 (stereo not drawn)	-10.5	0.1	-2.7	6.1	-4.4	1.0	-2.8	7.7	-0.2
CCOC(=O)c1sc2nc(C)n(CC(=O)Nc3cccc(Cl)c3)c(=O)c2c1C	nt	nt	0.9	nt	nt	-0.4	-11.6	-5.5	0.3
CCn1c(C)nnc1SCC(=O)Nc1ccc(N2CCOCC2)cc1	-8.1	-0.8	5.7	20.5	-2.0	4.0	8.5	-8.6	0.4
Cn1nnnc1SCCNC(=O)C1CCC(=O)N(Cc2ccc(Cl)cc2)C1 (stereo not drawn)	-4.0	1.3	-0.8	0.6	-3.8	-0.9	-2.1	3.7	0.2
O=C1C=C(c2ccc(F)c(Cl)c2)C[C@@H](c2ccc(F)cc2)C1	-13.0	1.0	1.2	-33.8	nt	1.2	-3.2	nt	0.0
Nc1ccc2oc(-c3ccccc3Cl)nc2c1	4.3	0.4	-8.7	-6.2	-9.3	1.1	18.3	10.8	0.5
O=c1c(Cl)c2oc3ccccc3nc-2c2ccccc12	-5.8	16.0	-0.5	13.2	5.2	74.9*	12.8	49.3	18.3
O=C(Nc1ccc(Cl)cc1)c1cncs1	9.4	-1.2	-6.7	-12.2	3.0	1.1	1.3	-47.0*	-1.2
O=C(O)C1CCN(C(=O)CSc2nc3ccccc3s2)CC1	10.8	-0.9	7.4	10.1	-5.7	0.9	-5.9	4.6	-0.1
COc1ccc(OCC(=O)N2CCN(C(=O)COc3ccccc3)CC2)cc1	-0.4	0.5	-1.9	-7.1	2.5	-0.5	28.6	-2.1	-0.2
O=C(NNC1CC(=O)N(c2ccccc2)C1=O)c1ccc(COc2ccccc2Cl)o1 (stereo not drawn)	-1.8	-0.3	-5.2	3.5	-2.2	1.0	-10.9	6.5	-0.3
COc1ccc2[nH]c3c(=O)n(N)c(C)nc3c2c1	-8.3	-0.3	2.9	15.0	-2.5	1.4	4.8	-2.3	-0.4
CC(=O)OCCN(CCCn1c(-c2ccncc2)nc2ccccc21)c1nc(CN2CCCCC2)cs1	0.4	1.8	2.1	-2.6	nt	1.4	0.7	-4.7	-0.8
O=C(COCc1cc(-c2cccs2)on1)Nc1cc(C(F)(F)F)ccc1Cl	nt	0.8	-1.3	-11.6	?	9.8	-6.4	4.8	1.7
O=C(c1cc2ccccc2oc1=O)N1CCOCC1	-4.6	-0.5	-1.2	-3.4	0.0	1.2	-1.8	-6.1	0.3
